High-throughput results from PubChem BioAssay.
FUS suppressor: rescues growth of FUS-expressing yeast | S. cerevisiae FUS-expressing, growth rescue, OD600, 24 h | Potency, µM (doses to about 76.6 µM), without a hit: at the top dose growth rescue (activation), usual class: activators | 390,000 compounds, 0.24% hits;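 further: potency means the concentration at half of the fitted maximal effect; plate controls were DMSO vehicle for no effect and reference control for full effect; nearly all actives have a fitted effect of over 55% in size; some results filed as inactive show a strong effect at the top dose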
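Read-out: OD at 600 nm after 24hr at 30C, reporting rescue of FUS-induced yeast toxicity. Cells at OD 0.005 in galactose (2%) minimal medium; compounds tested in a dilution series; CP55940 titration from 92uM final as control.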
PLK1 PBD inh: inhibitors of human PLK1 polo-box domain binding; 360,000 compounds, 2.8% hits; Plk1 PBD binding of FITC phosphopeptide, fluorescence polarization; Potency, µM, for inactives: max response, negative = inhibition, usual class: inhibitors; P53350; further: potency means the concentration at half of the fitted maximal effect; series mostly up to about 57 µM; on the % scale 0 is the no-effect control and ±100 the full control effect; nearly all actives have a fitted effect of over 65% in size
PI5P4K alpha inh: inhibitors of human PI5P4K alpha; 330,000 compounds, 1.2% hits; AID 652105; max response, %; PI5P4Kalpha enzyme, ADP-Glo luminescence, 60 min; stronger effect = lower value; active means max response of -50% or lower; inconclusive means between -30% and -50%; inactive means -30% or higher; further: value at the top dose of about 77 µM; on the % scale 0 is the no-effect control and ±100 the full control effect
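Quantitative HTS of the MLSMR library against PI5P4Kalpha with substrate. ATP added last at 5 microM final; room temperature, 60 minutes. Remaining ATP depleted, ADP converted and read as luminescence.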
EPAC1 ag: agonists of human EPAC1; O95398; EPAC1 agonist qHTS, biochemical assay; response scale: 100% = response to 6.5 mM cAMP; Potency, µM (titrated, usually from 154 µM), inactives show at the top dose activation, most hits filed as activators; 360,000 compounds, 0.073% hits; AID 720707; further: potency means the concentration at half of the fitted maximal effect; nearly all actives have a fitted effect of over 60% in size
Target sequence (O95398 whole entry, looked up): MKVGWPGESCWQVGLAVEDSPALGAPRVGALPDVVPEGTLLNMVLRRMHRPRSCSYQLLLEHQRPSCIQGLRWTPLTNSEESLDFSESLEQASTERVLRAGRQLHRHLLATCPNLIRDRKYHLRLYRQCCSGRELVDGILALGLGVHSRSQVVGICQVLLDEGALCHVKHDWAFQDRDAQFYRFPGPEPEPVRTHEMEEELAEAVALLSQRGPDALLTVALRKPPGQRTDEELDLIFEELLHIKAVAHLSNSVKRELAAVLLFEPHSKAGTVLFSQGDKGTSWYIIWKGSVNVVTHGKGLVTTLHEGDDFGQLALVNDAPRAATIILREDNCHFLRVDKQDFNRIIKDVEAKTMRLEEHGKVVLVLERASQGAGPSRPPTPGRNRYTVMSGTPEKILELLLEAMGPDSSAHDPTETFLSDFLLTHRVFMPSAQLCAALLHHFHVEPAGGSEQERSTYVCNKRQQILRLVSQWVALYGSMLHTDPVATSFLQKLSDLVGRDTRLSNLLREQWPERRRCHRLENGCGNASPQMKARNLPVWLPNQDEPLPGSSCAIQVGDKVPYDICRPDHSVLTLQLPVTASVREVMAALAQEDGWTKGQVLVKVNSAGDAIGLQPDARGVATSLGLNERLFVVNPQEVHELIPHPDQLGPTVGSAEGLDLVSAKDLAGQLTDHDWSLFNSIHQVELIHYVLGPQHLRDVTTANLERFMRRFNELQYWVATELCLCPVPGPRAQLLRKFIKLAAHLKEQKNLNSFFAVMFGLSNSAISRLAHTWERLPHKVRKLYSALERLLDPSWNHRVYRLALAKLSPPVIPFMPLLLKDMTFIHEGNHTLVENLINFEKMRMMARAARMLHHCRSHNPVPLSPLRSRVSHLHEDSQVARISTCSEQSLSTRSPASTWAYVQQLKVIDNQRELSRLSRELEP
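Read-out is the fluorescence drop as BODIPY-GDP leaves Rap1B (480 nm excitation, 540 nm emission), recorded every 5 minutes over 30 minutes. Reactions held 100 nM EPAC1, 250 nM Rap1B–BODIPY-GDP and 50 uM GDP, with 6.5 mM cAMP setting full activation.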
WRN helicase inh: inhibitors of human WRN helicase | AID 651768 | WRN helicase unwinding, fluorescent forked duplex, kinetic | Q14191 | Potency, µM (titrated, usually from 114 µM), for inactives: at the top dose activity change, negative = inhibition, actives largely listed as inhibitors | 360,000 compounds, 0.46% hits; further: potency means the concentration at half of the fitted maximal effect; on the % scale 0 is the no-effect control and ±100 the full control effect; nearly all actives have a fitted effect of over 55% in size
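Enzyme (20 nM final) and test compound sit together 15 min at room temperature before substrate addition. Substrate is a single-forked duplex oligonucleotide (100 nM) labelled with fluorophore and quencher, with 2 mM ATP; helicase unwinding raises red fluorescence, read kinetically.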
Abeta rescue: A-beta toxicity reversal in yeast; yeast expressing A-beta42, growth rescue, OD600, 48 h; response scale: 0% DMSO, 100% iron-clioquinol control; Potency, µM (highest dose often 46.1 µM), for inactives: at the top dose growth rescue, actives largely listed as activators; 410,000 compounds, 0.063% hits; further: potency means the concentration at half of the fitted maximal effect; nearly all actives have a fitted effect of over 55% in size
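Yeast growth medium received pinned compounds, then yeast cells expressing toxic A-beta were added; plates incubated at 30 C for 48 hr. Growth read as absorbance at 600 nm, normalized to DMSO and equimolar FeCl3 plus clioquinol controls.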
EPAC1 antag: antagonists of human EPAC1 | O95398 | EPAC1 GEF assay, Rap1b-BODIPY-GDP exchange fluorescence | Potency, µM (titrated, usually from 115 µM), without a hit: at the top dose activity change, negative = inhibition, actives largely listed as inhibitors | 360,000 compounds, 0.14% hits;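 further: potency means the concentration at half of the fitted maximal effect; plate controls were vehicle for no effect and positive control for full effect; nearly all actives have a fitted effect of over 50% in size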
IL-2 act: activates IL-2 in a cell-based reporter assay. IL-2 activation reporter assay, cell-based qHTS; stimulated with anti-CD3/CD4/CD28 beads; in transgenic mouse T cells. activation, % (series mostly up to about 46 µM). 360,000 compounds, 0.065% hits; in the data active means activation above about 50%; inconclusive means mostly about 30% to 49%; further: 0% is about no effect
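EGFP and DsRed fluorescence is measured by plate cytometry in unstimulated transgenic mouse T cells exposed to compound for 60 minutes, then stimulated 18 hours at 37 degrees C with anti-CD3/anti-CD4 beads plus anti-CD28.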
Numbers without * were called inactive; ? = inconclusive; nt = no result given; [ ] = another dose, or the depositor's remark. Unless noted, the call rests on the fitted dose curve; in most records, active means well fitted curve in the direction sought with a large enough effect; inconclusive means small, poorly fitted or top-dose-only effect, or another doubt; inactive means no such curve, though single readings can be large; an effect the other way counts as inactive or inconclusive.

SMILES	FUS suppressor	PLK1 PBD inh	PI5P4K alpha inh	EPAC1 ag	WRN helicase inh	Abeta rescue	EPAC1 antag	IL-2 act
COc1ccc(CC(=O)NCC(=O)N/N=C/c2cc(Br)ccc2OC)cc1	5%	0%	5	-4%	-14%	8%	2%	-1.6
Cc1ccc(/C=N/NC(=O)c2nnn(-c3nonc3N)c2C(C)C)o1	-16%	5%	-4	2%	-2%	4%	-26%	0.6
COc1ccccc1/C=C/[C@@H]1C[C@H]2CN(Cc3cccc(Cl)c3)C(=O)[C@]23CCCN13	38%	-10%	-3	15%	-4%	3%	3%	-1.0
COc1ccc(NC(=O)COC(=O)Cc2c[nH]c3ccccc23)cc1OC	12%	?	1	1%	-4%	8%	6%	0.2
Cn1c(=O)c2cc(S(=O)(=O)NCCC(=O)Nc3ccc(F)cc3F)ccc2n(C)c1=O	-14%	1%	1	-8%	11%	1%	17%	0.5
CCOc1cc(C(=O)N2CCC3(CC2)NCCc2[nH]cnc23)cc(OCC)c1OCC	-22%	1%	3	12%	1%	-9%	-7%	-0.1
CCN1C(=O)[C@H]2[C@@H](c3ccc(OC)cc3)N[C@]3(CCCN(Cc4cccn4C)C3=O)[C@H]2C1=O	?	-7%	-7	12%	0%	-5%	1%	-0.1
COc1ccc(-c2nc3c(n2O)CCCC3=O)cc1OC	0%	-6%	-2	5%	3%	10%	7%	0.6
CCn1c(Cc2ccccc2)nnc1SCc1nc2ccccc2c(=O)[nH]1	12%	-6%	nt	-1%	4%	-6%	14%	-2.8
CCc1nc2ccc(C(=O)Nc3ccc4c(c3)OCC(=O)N4)cn2c1N(C)C(=O)C1CCCCC1	12%	-3%	-9	-1%	10%[57.1 µM]	-6%	-4%	-0.7
CCCc1c(C(=O)N/N=C/C(C)=C/c2ccco2)nnn1-c1nonc1N	14%	-3%	?	2%	-14%	nt	-21%	2.9
O=C(Nc1c(-c2ccccc2)nc2ncccn12)c1cc2ccccc2oc1=O	-7%	-6%	-3	-13%	0%	-2%	-5%	-1.2
CC(=O)c1ccc(NC(=S)Nc2ccc3cn[nH]c3c2)cc1	12%	30µM*	5	6%	-9%	-21%	5%	-0.1
COc1ccc(NC(=O)CCC(=O)c2ccc(C(C)C)cc2)cc1	-6%	-17%	4	-4%	1%	6%	-4%	0.0
CCCN=C(C)c1c(-c2ccccc2)[nH]n(-c2nc3ccccc3s2)c1=O	-14%	-11%	0	-3%	-2%	12%	-12%	3.9
O=C(O)C(=O)/C(=C\c1cccc(Cl)c1)c1ccc2ccccc2n1	7%	-21%	-7	-2%	-11%	-2%	4%	-1.2
Fc1ccc(-c2ccc(NCCN3CCOCC3)nn2)cc1	8%	-1%	2	3%	3%	8%	-4%	1.3
O=C(NCCC1=CCCCC1)c1ccc(-n2cncn2)cc1	-5%	7%	0	-9%	-2%	-5%	-3%	0.2
CC(C)C[C@@H](CO)N1CCN(C)CCC1=O	-26%	-10%	0	-6%	-3%	-11%	-4%	0.0
Cc1ccc(C)n1Cc1ccc(C(=O)O)cc1	?	3µM*	nt	20%	2.8µM*	2%	-25%	-0.4
O=C1CN(C(=S)NC(=O)c2ccc(-c3ccccc3)cc2)CCN1	13%	-6%	3	10%	-5%	-1%	1%	1.8
O=C(NCc1ccccc1Cl)c1cccc(C(F)(F)F)c1	6%	-7%	0	9%	-6%	29%	-20%	-3.7
CN1CCN(c2ccccc2NC(=O)c2cc(Br)ccc2Cl)CC1	23%	-2%	11	3%	-1%	-10%	-6%	1.9
Clc1cccc(-c2ccc(-c3nc4ccccn4c3NCc3ccccc3)cc2)c1	?	-8%	22	-2%	-5%	-76%[inhibitor]	-1%	-0.4
O=C(N/N=C\c1ccc(Sc2ccccn2)o1)c1cccc(Br)c1	47%	-9%	nt	8%	7%	6%	12%	-2.1

Reprinted from the part before: 2 compounds, then new ones.
SMILES	FUS suppressor	PLK1 PBD inh	PI5P4K alpha inh	EPAC1 ag	WRN helicase inh	Abeta rescue	EPAC1 antag	IL-2 act
Clc1cccc(-c2ccc(-c3nc4ccccn4c3NCc3ccccc3)cc2)c1	?	-8%	22	-2%	-5%	-76%[inhibitor]	-1%	-0.4
O=C(N/N=C\c1ccc(Sc2ccccn2)o1)c1cccc(Br)c1	47%	-9%	nt	8%	7%	6%	12%	-2.1
O=C(c1ccc(COc2ccccc2Cl)o1)N1N=C(C(F)F)CC1(O)C(F)F (stereo not given)	-1%	-8%	6	-3%	?	6%	-17%	-2.9
CCc1sc(C(=O)NC(C)C2CCCO2)cc1Br (stereo not given)	8%	2%	7	4%	-5%	9%	-20%	-2.9
Cc1nc2ccc(S(=O)(=O)N(C)CC(=O)NCCc3ccccc3)cc2s1	12%	-15%	2	8%	-5%	-11%	2%	-3.0
O=C(c1ccc(F)cc1)N1CCC(c2ccccc2)C1 (stereo not given)	6%	-3%	-1	3%	-16%	2%	9%	-2.7
CCOc1ccccc1NC(=O)CSc1n[nH]c(N)n1	1%	-12%	0	14%	1%	-8%	10%	-0.2
CCOC(=O)/C(=C/c1ccccc1)NC(=O)c1ccco1	nt	-1%	-2	4%	-11%	24%	6%	-0.3
CCOC(=O)C1CCN(C(=O)c2c(-c3c(F)cccc3Cl)noc2C)CC1	21%	-5%	-1	-1%	8%	-8%	4%	-2.2
Cc1ccc2nc(-c3ccc(NS(=O)(=O)c4ccc(F)cc4)cc3)sc2c1	27%	-10%	13	22%	-21%[57.1 µM]	-60%[inhibitor]	-11%	-3.0
CN(C)N=Nc1nc2c(c(=O)n(C)c(=O)n2C)n1C	1%	-16%	-5	5%	-29%	5%	-12%	1.1
COc1ccc(NS(=O)(=O)c2cc(NC(=O)C3=NN(c4ccccc4)C(=O)CC3)ccc2OC)cc1	4%	0%	-2	24%	-6%	-4%	-4%	-0.3
CNc1ncnc2c1ncn2[C@@H]1O[C@H](CO)[C@@H](O)[C@H]1O	-38%	-1%	2	-6%	1%	-12%	9%	-0.5
CCCC(=O)N1CCC1(C)C(=O)Nc1cc(OC)ccc1OC (stereo not given)	-17%	-6%	-2	3%	-2%	-6%	-5%	0.0
O=C(COC(=O)c1cc[n+]([O-])cc1)Nc1cccc(Br)c1	31%	-13%	-27	-2%	-2%	-6%	15%	-3.6
COc1cccc(NC(=O)Nc2nnc(-c3ccccc3SCc3ccccc3)s2)c1	2%	-12%	-14	11%	-3%	-4%	5%	-0.1
Cc1ccc(C(=O)NCc2cccnc2)cc1S(=O)(=O)N1CCCCCC1	nt	4%	6	2%	-16%	5%	-5%	-2.0
CC(NC(=O)CN1C(=O)NC(c2ccccc2)(c2ccccc2)C1=O)c1cccs1 (stereo not given)	-21%	-12%	2	-4%	-5%	2%	-11%	0.2
O=C(COC(=O)c1cncc(Br)c1)NC1CCCCC1	7%	-2%	0	-8%	9%	7%	15%	-2.0
CC(OC(=O)Cn1[nH]c(=O)c2ccccc2c1=O)C(=O)Nc1ccccc1[N+](=O)[O-] (stereo not given)	0%	1%	-2	-2%	-4%	2%	7%	-4.3
O=C(NCC(c1ccco1)N1CCN(c2ccccc2)CC1)c1ccco1 (stereo not given)	0%	-1%	-8	8%	19%	-18%	7%	-5.5
CCOC(=O)c1[nH]c(C=O)c(C(=O)OCC)c1C	5%	-2%	2	-15%	1%	-25%	-10%	-0.1
CCNC(=O)CC1C(=O)N(CC)C(=S)N1NC(=O)c1ccc(Cl)cc1 (stereo not given)	16%	-14%	-2	2%	-10%	-4%	4%	3.6
Cc1nn2c(NCCCN3CCOCC3)c3c(nc2c1-c1ccccc1)CCC3	11%	-26%	4	5%	-2%	-5%	-4%	0.8
CC1CCCN(C(=O)CSc2nc3ncccc3[nH]2)C1 (stereo not given)	-12%	-7%	-5	-1%	-8%	-5%	-6%	0.4
CN=c1scc(-c2ccc([N+](=O)[O-])cc2)n1/N=C/c1ccco1	8%	-2%	?	3%	-27%	-1%	12%	-1.9
O=C(O)C(F)=C(c1ccccc1)c1ccccc1	15%	-20%	5	-1%	-5%	-9%	-6%	0.2
SMILES	FUS suppressor	PLK1 PBD inh	PI5P4K alpha inh	EPAC1 ag	WRN helicase inh	Abeta rescue	EPAC1 antag	IL-2 act
COc1ccc(NC(=O)c2c(NC(=O)CCC(=O)O)sc3c2CCCCC3)cc1	32%	-7%	5	5%	1%	-3%	-18%	0.1
COc1ccc(C)cc1S(=O)(=O)N1CCCC(C(=O)NCc2ccccn2)C1 (stereo not given)	-5%	0%	5	-8%	-7%	12%	0%	-0.6
C[C@H](CO)N1C[C@H](C)[C@@H](CN(C)S(=O)(=O)c2cn(C)cn2)Oc2c(NC(=O)Nc3ccc(C(F)(F)F)cc3)cccc2C1=O	34%	-12%	1	-3%	-8%	5%	-9%	1.2
CC1=C(C#N)C(C(F)(F)F)(C(F)(F)F)N=C(c2ccco2)N1	-16%	-9%	nt	-1%	-3%	10%	-2%	-3.6
Cc1ccc2nc(C)cc(Nc3ccc([N+](=O)[O-])cc3)c2c1	40%	-27%	-12	-6%	-5%	-9%	-12%	-0.7
CCOc1ccc(N(CC(=O)Nc2cccc(OC)c2)S(C)(=O)=O)cc1	-8%	5%	0	5%	10%	12%	14%	0.2
O=C(NNc1nc(-c2ccccc2)cs1)c1ccc(F)cc1	-8%	-3%	-5	5%	-10%	13%	11%	0.9
COC(=O)C1C(c2ccc(OC)c(OC)c2)NC(c2ccc(OC)c(OC)c2)C(C(=O)OC)S1(=O)=O (stereo not given)	-7%	-11%	nt	7%	-3%	-17%	3%	-2.1
O=C(COC(=O)/C=C/c1ccc(S(=O)(=O)N2CCOCC2)cc1)Nc1ccccc1F	nt	-2%	-4	-8%	-13%	-13%	3%	-3.7
Cc1ccc(S(=O)(=O)N[C@@H](Cc2ccccc2)C(=O)N2CCC[C@@H]2C(=O)O)cc1	14%	6%	1	0%	7%	-11%	-1%	-4.7
N#CC1(NC(=O)COc2cc(F)ccc2[N+](=O)[O-])CCCCC1	nt	-4%	-4	0%	-22%	-8%	0%	-1.4
N#C/C(=C\c1ccccc1)C(=O)Nc1ccccn1	1%	-10%	1	18%	7%	28%	2%	0.1
O=C(NCc1ccccc1)c1[nH]c(C(F)(F)F)nc1-c1ccccc1	-23%	-12%	5	-2%	-1%	-16%	-24%	-0.5
CCc1ccc(NC(=O)COC(=O)c2nc3nc(C)cc(C)n3n2)cc1	nt	-4%	-12	10%	2%	-4%	11%	-3.0
C=CCN1C(=O)CSc2ccc(C(=O)NCc3ccc(F)cc3)cc21	0%	0%	2	-9%	2%	16%	16%	-2.0
